Pf growth 96h: Primary qHTS for delayed death inhibitors of the malarial parasite plastid, 96 hour incubation. P. falciparum luciferase reporter growth, 96 h. Potency, µM (top dose mostly 28.7 µM), inactives show at the highest dose activity change, negative = inhibition, most hits filed as inhibitors. actives 6.9% (n = 320,000); further: potency means the concentration at half of the fitted maximal effect; on the % scale 0 is the no-effect control and ±100 the full control effect
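Cell-based qHTS: luciferase-tagged P. falciparum in erythrocytes (2% hematocrit, 0.05% parasitemia final) incubated with compounds for 96 hours, 37 C, 5% CO2; luciferase detection reagent then added and luminescence measured.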
Cycloheximide cs: Cycloheximide Counterscreen for Small Molecule Inhibitors of Shiga Toxin; cell reporter, cycloheximide protein synthesis inhibition counterscreen; max response, %; actives 12% (n = 300,000); in the data active means max response mostly above about 13%, no sharp cut-off; inactive means mostly below about 14%; further: read at 38.3 µM for the half of the compounds with a filed dose; 0% is about no effect
LmPK inh: qHTS Assay for Inhibitors of Leishmania Mexicana Pyruvate Kinase (LmPK). Q27686. AID 1721, 2009. purified LmPK, Kinase-Glo ATP luminescence, 1 h. Potency, µM (top dose mostly 57.5 µM), for inactives: top-dose activity change, negative = inhibition, actives largely listed as inhibitors. actives 0.37% (n = 290,000); further: potency means the concentration at half of the fitted maximal effect; on the % scale 0 is the no-effect control and ±100 the full control effect
Target sequence (Q27686 whole entry, looked up): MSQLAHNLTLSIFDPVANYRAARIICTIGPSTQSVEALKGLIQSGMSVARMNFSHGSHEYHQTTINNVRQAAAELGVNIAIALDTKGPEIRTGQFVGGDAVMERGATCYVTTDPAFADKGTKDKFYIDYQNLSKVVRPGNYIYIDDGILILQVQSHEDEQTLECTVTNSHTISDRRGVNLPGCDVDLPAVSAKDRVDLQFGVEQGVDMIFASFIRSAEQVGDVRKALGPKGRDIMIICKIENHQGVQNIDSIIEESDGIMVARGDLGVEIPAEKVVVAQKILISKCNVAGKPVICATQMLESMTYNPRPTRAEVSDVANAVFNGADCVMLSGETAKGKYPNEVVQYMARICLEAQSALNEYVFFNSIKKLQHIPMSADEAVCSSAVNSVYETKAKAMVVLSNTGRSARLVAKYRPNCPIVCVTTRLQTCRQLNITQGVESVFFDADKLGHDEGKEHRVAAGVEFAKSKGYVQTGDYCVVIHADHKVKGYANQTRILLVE
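In 50 mM imidazole pH 7.2 with 7 mM MgCl2, LmPK (0.1 nM) turned over PEP (0.5 mM) and ADP (0.1 mM) for 1 h at room temperature. Luciferase read-out of ATP.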
Pf growth 48h: Primary qHTS for delayed death inhibitors of the malarial parasite plastid, 48 hour incubation; P. falciparum luciferase growth in erythrocytes, 48 h; Potency, µM (series often up to 28.7 µM), without a hit: top-dose activity change, negative = inhibition, hits mostly inhibitors; actives 5.9% (n = 310,000); further: potency means the concentration at half of the fitted maximal effect; on the % scale 0 is the no-effect control and ±100 the full control effect
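Here the parasites carry a stable luciferase gene and grow inside erythrocytes in Albumax-based RPMI medium with compound for one erythrocytic cycle. Activity is scored as loss of luminescent signal.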
HCV inhibitor: qHTS Assay for Inhibitors of Hepatitis C Virus (HCV); Huh7.5.1 HCVcc-Cre infection, luciferase reporter, 44 h; Potency, µM (doses to about 41.8 µM), inactives show at the highest dose activity change, negative = inhibition, most hits filed as inhibitors; actives 3.4% (n = 340,000); further: potency means the concentration at half of the fitted maximal effect; on the % scale 0 is the no-effect control and ±100 the full control effect
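Reporter virus HCVcc-Cre (~0.5 moi) infects cells exposed to compound; seeding density 1,000 cells/well with 4 h settling beforehand. Luminescence, 15 sec read, taken 44 h post-infection following a 15 min RT substrate incubation.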
Shiga toxin inh: A qHTS for Small Molecule Inhibitors of Shiga Toxin | inhibition, % at 38.7 µM | AID 2315, 2010 | Vero cells, Shiga toxin protein synthesis inhibition reporter | actives 9.2% (n = 290,000); in the data active means inhibition mostly above about 28%, no sharp cut-off; inactive means mostly below about 43%; further: 0% is about no effect
TbPYK inhibitor: qHTS of Trypanosoma Brucei Inhibitors; pyruvate kinase (Trypanosoma brucei), Q57TT1; TbPYK enzyme, Kinase-Glo Plus ATP luminescence, 45 min; Potency, µM (doses to about 76.8 µM), without a hit: at the highest dose activity, negative = inhibition, usual class: inhibitors; actives 0.12% (n = 410,000); AID 624173, 2012; further: potency means the concentration at half of the fitted maximal effect; on the % scale 0 is the no-effect control and ±100 the full control effect; nearly all actives have a fitted effect of over 50% in size
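ADP (130 uM final) triggers the TbPYK reaction after compound addition; incubation is 45 min at room temperature. Kinase-Glo Plus is then added and luminescence imaged. Normalized data are fitted to concentration-effect curves.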
Active calls of the source: *; u = inconclusive; x = not tested or not shown; & = joins results of further samples; [ ] = remark or other dose. Unless noted, the call rests on the fitted dose curve; in most records, active means well fitted curve in the direction sought with a large enough effect; inconclusive means small, poorly fitted or top-dose-only effect, or another doubt; inactive means no such curve, though single readings can be large; an effect the other way counts as inactive or inconclusive.

Assay codes – A = Pf growth 96h; B = Cycloheximide cs; C = LmPK inh; D = Pf growth 48h; E = HCV inhibitor; F = Shiga toxin inh; G = TbPYK inhibitor
N#CCN(C(=O)COC(=O)C1CC2CCCC(C1)C2=O)c1ccccc1 (stereo unspecified)
  A: u	B: x	C: x	D: -1%	E: 3%	F: x	G: -2%
CCCCC(CC)Cn1c(O)c(/C=C2\C=NN=C2c2ccccc2)sc1=S (stereo unspecified)
  A: u	B: -4	C: 2%	D: u	E: 6%	F: -4	G: -10%
C=CCNC(=S)NNC(=O)c1ccco1
  A: 39%[activator]	B: 5	C: -1%	D: 25%	E: 16%	F: -5	G: -4%
CCOc1cc(C2C(C#N)=C(N)Oc3n[nH]c(CC)c32)ccc1OCCN1CCOCC1 (stereo unspecified)
  A: 9.3µM*	B: -2	C: -1%	D: u	E: 1%	F: 0	G: -14%
Cc1nn(-c2ccccc2)c2c1C(c1ccc(F)cc1F)C(C#N)=C(N)O2 (stereo unspecified)
  A: x	B: -1	C: 1%	D: -26%	E: 7%	F: -6	G: -2%
CC1CCCN(S(=O)(=O)c2ccc(NC(=O)CN3CCCCC3)cc2)C1 (stereo unspecified)
  A: u	B: -3	C: -4%	D: -8%	E: -16%	F: -13	G: 2%
Cc1c(/C(O)=C2\C(=O)C(=O)N(CCN(C)C)C2c2ccccc2)cnn1-c1ccccc1 (stereo unspecified)
  A: 202%[activator]	B: 50*	C: -1%	D: 131%[activator]	E: 25%	F: 111*	G: 6%
FC(F)(F)c1cccc(N2CCN(C3CC4CCC3C4)CC2)c1 (stereo unspecified)
  A: 8%	B: -2	C: -4%	D: 38%[activator]	E: -9%	F: -5	G: -2%
CCOc1cc(C=C2C(=O)NC(=O)NC2=O)ccc1OCC(=O)N1CCOCC1
  A: 22%	B: -3	C: 3%	D: -4%	E: 8%	F: -6	G: u
CC1CCCN(C(=O)CN2C(=O)NC3(CCCCC3C)C2=O)C1 (stereo unspecified)
  A: 26%	B: x	C: x	D: -10%	E: -14%	F: x	G: -4%
CCOc1cc(N2CCOCC2)c(OCC)cc1NS(=O)(=O)c1ccc(Cl)s1
  A: x	B: 0	C: 6%	D: u	E: -29%	F: -8	G: -11%
c1c(CC2CCCC2)nnn1C[C@H]1CC[C@@H]([C@@H]2CC[C@H](Cn3cc(CC4CCCC4)nn3)O2)O1
  A: 11%	B: -1	C: 0%	D: -15%	E: 19%	F: -6	G: -9%
CC(C)=CC(=O)Nc1ccccc1C(N)=O
  A: -23%	B: 2	C: -11%	D: 11%	E: 11%	F: -8	G: 2%
CC(=O)Nc1ccc(/C=N/N2C(C)CCCC2C)cc1 (stereo unspecified)
  A: 2%	B: 16*	C: -5%	D: 59%[activator]	E: 5%	F: 22	G: -1%
CCOC(=O)c1c(C)n(C)c2ccc(OCC(N)=O)cc12
  A: 10µM*	B: 2	C: -1%	D: 3%	E: -17%	F: 9	G: 0%
Cc1ccccc1NNC(N)=S
  A: 62%[activator]	B: -2	C: 0%	D: 406%[activator]	E: 16%	F: -2	G: -9%
COc1ccc(C(=O)N2CCCC(Nc3ccc(F)cc3)C2)c(OC)c1 (stereo unspecified)
  A: 21%	B: 1	C: -2%	D: 11%	E: 5%	F: -7	G: 0%
Cc1ccccc1-n1c(=S)[nH]c2nc3c(cc2c1=O)COC(C)(C)C3
  A: u	B: -1	C: 0%	D: -18%	E: -9%	F: -15	G: -3%
N/C(COc1ccccc1)=N\NS(=O)(=O)c1ccccc1
  A: 36%[activator]	B: -2	C: -4%	D: 14%	E: 16%	F: 4	G: -7%
Cc1c(C(=O)NCCN2CCOCC2)oc2ccc(Br)cc12
  A: 43%[activator]	B: x	C: x	D: 2%	E: 6%	F: x	G: 1%
CN(c1ccc(OCC(=O)N2CCC(C(N)=O)CC2)cc1)S(=O)(=O)c1cccs1
  A: u	B: -1	C: -1%	D: x	E: 19%	F: -19	G: -7%
O=C(CCN1C(=O)C2C3C=CC(C4CC34)C2C1=O)Nc1ccc(Cl)cc1O (stereo unspecified)
  A: -3%	B: -3	C: -3%	D: u	E: u	F: -6	G: -11%
Cc1cc(C)c(NC(=O)CCCOC(=O)C2=COCCO2)c(C)c1
  A: -9%	B: -2	C: 1%	D: -5%	E: 6%	F: -8	G: 8%
COc1ccc(S(=O)(=O)N2CCCCC2)cc1NC(=O)c1cccs1
  A: 6%	B: -2	C: 3%	D: 15%	E: 8%	F: 22	G: 5%
CC(C)NCCOCCOc1ccc(Cl)cc1Br
  A: u	B: 17	C: -1%	D: 7%	E: u	F: -2	G: 29%

Exported with bars between the fields: part of the list above.
structure | Pf growth 96h | Cycloheximide cs | LmPK inh | Pf growth 48h | HCV inhibitor | Shiga toxin inh | TbPYK inhibitor
CCOC(=O)c1c(C)n(C)c2ccc(OCC(N)=O)cc12 | 10µM* | 2 | -1% | 3% | -17% | 9 | 0%
Cc1ccccc1NNC(N)=S | 62%[activator] | -2 | 0% | 406%[activator] | 16% | -2 | -9%
COc1ccc(C(=O)N2CCCC(Nc3ccc(F)cc3)C2)c(OC)c1 (stereo unspecified) | 21% | 1 | -2% | 11% | 5% | -7 | 0%

(more compounds)
Assay codes – A = Pf growth 96h; B = Cycloheximide cs; C = LmPK inh; D = Pf growth 48h; E = HCV inhibitor; F = Shiga toxin inh; G = TbPYK inhibitor
COc1ccc(NC(=O)C/C(C)=N/NC(=O)c2cnccn2)cc1Cl
  A: u	B: 54*	C: 0%	D: u	E: 8%	F: 45*	G: -4%
CSc1ccc(/C=C/C(=O)OCC(=O)NC(C)C)cc1
  A: 162%[activator]	B: 14	C: -4%	D: 8%	E: 14%	F: 22	G: 0%
O=S(=O)(c1cccc(F)c1)N1CCN(Cc2ccc3c(c2)OCO3)CC1
  A: u	B: -3	C: 16%	D: x	E: -13%	F: -17	G: 2%
O=C(Cn1nnc(-c2cccs2)n1)NNC(=O)c1ccccc1Cl
  A: 18%	B: 6	C: 1%	D: 34%	E: 8%	F: -13	G: -1%
O=C(NC(=S)NCc1cccnc1)c1ccc([N+](=O)[O-])cc1
  A: 33%	B: 7	C: 14%	D: u	E: 10%	F: -4	G: -4%
COc1cc(OC)c(C(=O)NCCCN2CCOCC2)cc1OC
  A: -2%	B: -5	C: 0%	D: -11%	E: 4%	F: -7	G: 6%
CCc1ccc(OCC(=O)NNC(=O)C2CCC2)cc1
  A: u	B: x	C: x	D: -1%	E: -9%	F: x	G: 0%
Cc1ccoc1C(=O)N1CCCC(CCC(=O)N2CCN(c3ccccn3)CC2)C1 (stereo unspecified)
  A: -8%	B: 1	C: 2%	D: u	E: -12%	F: -5	G: 1%
Cc1ccc(NC(=O)CSc2nc(-c3ccco3)nc3cc(=O)[nH]n23)c(Cl)c1
  A: u	B: -7	C: -9%	D: -2%	E: 6%	F: -3	G: -5%
Cc1ccc(C(=O)CNc2ccc(Br)cc2)cc1
  A: 0%	B: 10	C: 0%	D: 32%[activator]	E: -6%	F: 44*	G: -10%
CN(CCCCC(=O)/C=N/O)Cc1ccccc1 (tested in a mixture with another compound)
  A: 18%	B: 1	C: 4%	D: x	E: -4%	F: -14	G: -4%
Cc1cccc(NC(=O)CCNS(=O)(=O)c2cccc3nsnc23)c1
  A: u	B: 1	C: -12%	D: 7%	E: 4%&24%	F: -12	G: 2%
O=C(C[n+]1cccc2ccccc21)c1ccc(Cl)cc1
  A: 18%	B: 1	C: 4%	D: x	E: -10%	F: -2	G: -17%
N#C/C(=C\c1c(N2CCCCC2)nc2ccccn2c1=O)S(=O)(=O)c1ccccc1
  A: 5.2µM*	B: -2	C: -2%	D: -5%	E: -5%	F: -13	G: -2%
O=C(c1ccccc1CCc1ccccc1)N1CCOCC1
  A: x	B: 1	C: 0%	D: -8%	E: -10%	F: -12	G: 1%
CN1/C(=C\C(=O)COC(=O)C2COc3ccccc3O2)C(C)(C)c2ccccc21 (stereo unspecified)
  A: -9%	B: -4	C: 0%	D: -1%	E: 2%	F: 16	G: 0%
COc1ccccc1NC(=O)Cc1nnc(SCC(=O)c2ccccc2)n1C
  A: -20%	B: -3	C: 0%	D: 4%	E: -13%	F: 24	G: -2%
COc1ccc(/C=C/C(=O)c2cc(Br)ccc(=O)c2O)cc1
  A: 10µM*	B: -1	C: 11%	D: 13µM*	E: u	F: 8	G: -14%
CCOc1cccc(CN2CCCC(C(=O)Nc3ccc(-c4ccn[nH]4)cc3)C2)c1O (stereo unspecified)
  A: u	B: 1	C: 8%	D: u	E: 7%	F: 2	G: 3%
COc1ccc(/C=N/NC(=O)c2cc[n+]([O-])cc2)cc1
  A: 4%	B: -1	C: 0%	D: -9%	E: -5%	F: -11	G: 2%
O=S(=O)(c1ccc(F)cc1)N1CCN(C(=S)NCc2ccco2)CC1
  A: 0.66µM*	B: 1	C: -3%	D: 1.5µM*	E: 5%	F: -9	G: -22%
CC/C(=N\Nc1ccc([N+](=O)[O-])cc1[N+](=O)[O-])c1ccc(O)cc1
  A: 40%[activator]	B: -3	C: -4%	D: -18%	E: u	F: 3	G: -4%
COc1cc(CNCCc2ccc(F)cc2)ccc1OCc1ccc(Cl)nc1
  A: u	B: 4	C: -1%	D: x	E: u	F: -4	G: -2%
Cc1ccc(-c2nnn(CC(=O)N(Cc3cccs3)C(C(=O)NC(C)(C)C)c3ccco3)n2)o1 (stereo unspecified)
  A: x	B: -1	C: 5%	D: 0%	E: u	F: -4	G: -1%
O=C(O)CSCC(=O)N1CCN(S(=O)(=O)c2ccccc2)CC1
  A: -40%[5.75 µM]	B: -3	C: 2%	D: -12%	E: 0%	F: -20	G: 4%
CCOC(=O)/C(=C/Nc1ccc(F)cc1)[N+](=O)[O-]
  A: 28%	B: -1	C: -5%	D: 3%	E: 16%	F: -2	G: -1%
CN(Cc1ccccc1)C(=O)c1ccccc1NC(=O)c1ccco1
  A: -8%	B: 1	C: 0%	D: 2%	E: 5%	F: 23	G: -3%
O=C(CSc1nc2ccccc2[nH]1)NCC1CCCO1 (stereo unspecified)
  A: 19%	B: 8	C: 0%	D: 14%	E: -3%	F: 35	G: 1%
CC(C)(Oc1ccc(Cl)cc1)C(=O)OCC(=O)N1CCCC1
  A: 17%	B: -2	C: 0%	D: 3%	E: -1%	F: 9	G: -4%
COc1ccccc1CCN1CCCC(CN(C)C(=O)c2ccoc2)C1 (stereo unspecified)
  A: -21%	B: 1	C: -1%	D: -13%	E: -4%	F: -2	G: 1%
Cc1ccc(CN2CCS(=O)(=O)CC2)cc1
  A: 0%	B: -2	C: 0%	D: 31%[activator]	E: 17%	F: -4	G: 10%
NC(=O)c1cc(N)ccc1N1CCCCC1
  A: -22%	B: 12	C: -3%[11.5 µM]	D: 2%	E: 11%	F: -9	G: 0%

Rows were taken by chance; about 24% have a hit in one of these screens.
